Screens (PubChem BioAssay)
BAP1 block: blocks human BAP1 ubiquitin-AMC hydrolysis | 72,000 tested, 0.48% active | recombinant BAP1, Ub-AMC hydrolysis fluorescence kinetic; active compounds read low | activity remaining (% of control), % at 20 µM;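 active = activity remaining at or below 50% of control, provided the compound also passes the data quality filters; inactive = the rest, including low values that fail the filters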;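 also: 100% = DMSO wells rate and 0% = substrate alone blank rate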
Target sequence (Q92560 whole entry, looked up): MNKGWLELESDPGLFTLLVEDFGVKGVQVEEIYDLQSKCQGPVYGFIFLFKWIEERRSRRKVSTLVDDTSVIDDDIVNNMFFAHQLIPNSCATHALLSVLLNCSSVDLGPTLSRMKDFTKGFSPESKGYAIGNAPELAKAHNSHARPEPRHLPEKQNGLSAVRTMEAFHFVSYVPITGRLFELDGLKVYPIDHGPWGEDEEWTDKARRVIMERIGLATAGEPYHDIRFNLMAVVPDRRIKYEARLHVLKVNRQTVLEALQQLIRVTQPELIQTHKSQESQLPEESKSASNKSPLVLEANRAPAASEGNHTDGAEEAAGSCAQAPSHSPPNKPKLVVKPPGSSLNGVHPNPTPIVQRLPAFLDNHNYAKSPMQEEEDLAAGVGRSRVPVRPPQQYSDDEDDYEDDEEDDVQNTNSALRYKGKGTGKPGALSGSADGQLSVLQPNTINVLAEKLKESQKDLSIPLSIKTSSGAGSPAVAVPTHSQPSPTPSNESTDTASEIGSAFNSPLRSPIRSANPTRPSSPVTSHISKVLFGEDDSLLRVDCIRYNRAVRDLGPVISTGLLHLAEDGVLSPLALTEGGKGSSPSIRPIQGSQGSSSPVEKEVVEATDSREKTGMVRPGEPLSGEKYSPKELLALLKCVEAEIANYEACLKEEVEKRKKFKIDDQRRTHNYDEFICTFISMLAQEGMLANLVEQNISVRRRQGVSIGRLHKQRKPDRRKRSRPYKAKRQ
HePTP inh: human HePTP phosphatase inhibition. 110,000 tested, 0.64% active. P35236. inhibition, % at 20 µM. recombinant HePTP phosphatase activity, OD absorbance; in the data active = inhibition above about 50%;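 also: plate controls were vehicle for no effect and reference inhibitor for full effect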
An asterisk follows results filed as active; x = no result given; & = joins results of further samples. An unsorted share of the library. Share with any hit: about 0.83%.

smiles	BAP1 block	HePTP inh
Cc1cc(OCC(=O)N(C)C)c2c(-c3ccccc3)cc(=O)oc2c1	91	4
COc1cc2c(C(=O)NCc3ccccn3)cn(CC(C)C)c(=O)c2cc1OC	107	2
Cc1ccc(N2C(=O)CC(Sc3ccccc3C(=O)O)C2=O)c([N+](=O)[O-])c1 (configuration not stated)	x	4
CC(=O)C1=C(C)Nc2ncnn2C1c1ccccc1Cl (configuration not stated)	102	1
COc1ccc2cc(S(=O)(=O)N3CCOCC3)ccc2c1	79	3
CC(=O)Nc1cccc(NC(=O)c2ccco2)c1	93	-8
CCN1C(=O)/C(=C\c2cc(Cl)ccc2OCc2ccccc2)SC1=S	x	-6
CCC(c1nnnn1Cc1ccco1)N(Cc1cc2cc(C)cc(C)c2[nH]c1=O)CC1CCCO1 (configuration not stated)	78	-3
O=C(O)c1nc2n(n1)C(C(F)(F)F)CC(c1cccs1)N2 (configuration not stated)	x	-3
CCOC(=O)c1c(NC(=O)c2ccccc2Cl)sc2c1CCCCC2	x	5
CCc1ccc(OCC(=O)Nc2ccc(-c3nc4ccccc4o3)c(O)c2)cc1	x	48
O=C1c2cccc3cc(Br)cc(c23)C(=O)N1Nc1ccccc1	x	2
COc1ccc(N2C(=O)NC(=O)/C(=C/c3cccc(O)c3)C2=O)cc1	x	-16
CCCCOC(=O)Cn1c(=N)n(CCC)c2ccccc21	99	10&6
O=C(COC(=O)c1n[nH]c2ccccc12)NC(=O)NCc1ccco1	108	8
Cc1cccc(NS(=O)(=O)c2cccs2)n1	87	7
COc1ccccc1C(=O)Nc1nc(-c2ccc(S(=O)(=O)N3CCOCC3)cc2)cs1	x	10
C#CC(C)(CC)NC(=O)c1cc(OC)c(OC)c(OC)c1 (configuration not stated)	106	7
Cc1cccc(N2CCN(S(=O)(=O)c3ccc4c(c3)c(=O)n(C)c(=O)n4C)CC2C)c1 (configuration not stated)	96	12
Cc1c(NC(=O)Cn2cnc3c2c(=O)n(C)c(=O)n3C)cccc1[N+](=O)[O-]	x	8
CCn1c(C)csc1=NC(=O)c1ccccc1O	84	7
Nc1nc(CSc2nc3ccccc3[nH]2)nc(N2CCOCC2)n1	106	6
CC(=O)Nc1ccc(S(=O)(=O)CCC#N)cc1	105	12
Cc1ccc(Cn2ccc(NC(=O)c3cc(-c4ccco4)on3)n2)cc1	65	-9
O=C(NCCCN1CCOCC1)c1cc(-c2cccs2)on1	97	-9
Cc1nc2ccc(S(=O)(=O)NCC(=O)NCCN3CCCCCC3)cc2s1	92	2
Cc1ccc(O)c(NC(=O)c2cccc(NC(=O)c3ccco3)c2)c1	112	-5
CCN(CC)CC(C)C(C)OC(=O)c1ccc(O)cc1 (configuration not stated)	x	12
O=C(O)c1ccc2c(c1)C(=O)N(c1ccc(-c3nc4ccccc4s3)cc1)C2=O	x	7
O=S1(=O)C=CC(Nc2cccc(C(F)(F)F)c2)C1 (configuration not stated)	x	-7

5 structures out of the list, sorted by number of heavy atoms, largest number first.
smiles	BAP1 block	HePTP inh
CCc1ccc(OCC(=O)Nc2ccc(-c3nc4ccccc4o3)c(O)c2)cc1	x	48
Cc1c(NC(=O)Cn2cnc3c2c(=O)n(C)c(=O)n3C)cccc1[N+](=O)[O-]	x	8
Cc1ccc(Cn2ccc(NC(=O)c3cc(-c4ccco4)on3)n2)cc1	65	-9
Cc1ccc(O)c(NC(=O)c2cccc(NC(=O)c3ccco3)c2)c1	112	-5
CCCCOC(=O)Cn1c(=N)n(CCC)c2ccccc21	99	10&6

Additional compounds.
smiles	BAP1 block	HePTP inh
COc1ccc(NC(=O)CN2CCN(C3c4ccccc4-c4ccccc43)CC2)c(OC)c1	58	7
Cc1nc(C)c(-c2csc(Nc3cccc(C(=O)O)c3)n2)s1	x	4
Cc1cc(NC(=O)CSc2cn(CCNC(=O)c3ccccc3)c3ccccc23)no1	96	-4
CN(C)C(=O)CSc1nnc(C23CC4CC(CC(C4)C2)C3)o1	97	4
CC1=C(C(=O)OC2CCCCC2)C(c2ccncc2)C2=C(CCCC2=O)N1 (configuration not stated)	x	2
CC1CCN(S(=O)(=O)c2ccc(NC(=S)Nc3ccccc3)cc2)CC1	x	6
COc1ccc2c(c1)C(=O)N(c1ccccc1OC)C(=O)C2(C)C	114	8
COc1ccc(/C=N/n2c(C)nnc2C)cc1Br	x	-8
CCCN(CCC)c1nc2ccccc2nc1C(C#N)C(=O)OC(C)COC (configuration not stated)	99	8
O=C(O)C1C2C=CC(C2)C1C(=O)OCc1ccccc1 (configuration not stated)	76	-2
COC(=O)c1ccc(/C=C2\SC(=Nc3ccc(F)cc3)NC2=O)cc1	x	-9
COC(=O)C1=C(C)NC(=O)/C1=C\c1ccc(Cl)cc1Cl	x	0
Cc1ccc2oc(-c3cc(NC(=O)COc4ccc(Cl)cc4C)ccc3O)nc2c1	x	2
Cc1ccc(Cl)cc1N1CCN(C(CC(C)C)c2nnnn2CC2CCCO2)CC1 (configuration not stated)	x	5
COc1cc(C(=O)n2nc(C)c(Sc3ccc(C)cc3)c2C)cc(OC)c1OC	x	-6
Cc1cccc(C)c1OCC(=O)Nc1cccc(NC(=O)c2ccco2)c1	70	6
Cc1ccc(S(=O)(=O)Oc2c(C=O)[nH]c3ccccc23)cc1	x	-4
Cc1ccc(S(=O)(=O)Cn2nnnc2CN(Cc2ccco2)Cc2cccs2)cc1	76	4
COC(=O)c1c(NC(=O)CN2CCN(c3ccccc3)CC2)c2c(C)cccc2n1C	130	6
Cn1ncc([N+](=O)[O-])c1CC(=O)O	71	x
O=C(Nc1cccc(O)c1)c1ccc(NC(=O)C(c2ccccc2)c2ccccc2)cc1	x	4
O=C(Nc1cccnc1)c1cccs1	99	-3
CN(Cc1ccccc1)Cc1c(O)ccc2c(-c3ccccc3)cc(=O)oc12	x	3
COC(=O)c1sc(-c2ccccc2)cc1NC(=O)c1ccc(S(=O)(=O)N2CC3(C)CC2CC(C)(C)C3)cc1 (configuration not stated)	152	x
CC(OC(=O)c1cc2sccc2n1C)C(=O)NCc1ccc2c(c1)OCO2 (configuration not stated)	101	3
O=C(N=Nc1c(O)[nH]c2ccc(F)cc12)c1ccccc1O	x	-15
O=S(=O)(NCc1ccccc1)c1ccc2ccccc2c1	x	6
Cc1ccc(-c2csc(NC(=O)c3sc4ccccc4c3Cl)n2)c(C)c1	x	-6
CC1(C)CC(=O)c2sc(NC(=O)CN3C(=O)CCC3=O)nc2C1	71	8
Cc1ccc(OCC(=O)N2CCC(N3CCCCCC3)CC2)cc1	119	2
Cc1cnc(NC(=O)c2ccco2)s1	x	-1
CCOC(=O)C1CCN(C(=O)C2c3ccccc3Oc3ccccc32)CC1	x	-1
COc1ccccc1/C=C1\SC(=S)N(Cc2ccco2)C1=O	x	-12
CC(C)c1ccc(-c2nc(N3CCCCC3)[nH]c(=O)c2C#N)cc1	97	-6
COc1cc(/C=N/n2cnnc2)ccc1OC(=O)c1ccncc1	86	11
CCOc1ccc(S(=O)(=O)n2nnc3ccccc32)cc1C(C)C	98	4
N#C/C(=C1\CCCN1)c1ccc2ccccc2n1	x	-6
OCCNc1cc(-c2ccccc2)nc(-c2ccc(Br)cc2)n1	x	-5
CCCc1noc(-c2ccc(-c3ccc(CC)cc3)cc2)n1	x	-5
O=C1C=C(c2ccccc2)C(O)(c2ccccc2)C1 (configuration not stated)	111	-8
COc1cc(OC)c(OC)cc1/C=N/N=C(\N)c1nonc1N	x	4
Cc1ccc2oc(=O)c3cnn(CC(=O)NCCCOC(C)C)c3c2c1	98	5
COc1ccc(-c2noc(CCC(=O)Nc3ccc(C)c(C)c3)n2)cc1	85	4
COc1ccc(N2C(=O)CCC(C(=O)Nc3cccc(C)n3)C2c2ccc(OC)c(OC)c2)cc1 (configuration not stated)	x	8
CCCCOc1ccccc1NC(=O)c1ccc(OC)c(OC)c1	x	3
CCCCCCC(=O)Nc1nnc(CCC)s1	x	9
CC1(C)Cc2c(C#N)c(N3CCN(C(=O)c4ccco4)CC3)nc(Cc3ccccc3)c2CO1	x	12
CCOc1ccc2c(C(F)(F)F)cc(=O)oc2c1	x	-6
CCC(CC)C(=O)Nc1c2c(nn1-c1ccccc1C)CSC2	181	x
COc1ccc(C(c2nnnn2C(C)(C)C)N2CCN(C)CC2)cc1OC (configuration not stated)	96	8
CCc1c(C)nc(SCCOc2ccc(OC(C)C)cc2)[nH]c1=O	93	5
CNC(=O)CN(c1cc(OC)ccc1OC)S(C)(=O)=O	x	4
O=C(NC1CCCCCC1)c1nnc(Cc2ccc(Cl)cc2)o1	91	5
CCOC(=O)C1=C(C)N=c2s/c(=C\c3ccccc3)c(=O)n2C1c1ccc(Cl)cc1 (configuration not stated)	x	-1
CC(=O)C1=C(Nc2ccc(Br)cc2)CC(C)(O)C(C(C)=O)C1c1ccc([N+](=O)[O-])cc1 (configuration not stated)	x	7
O=C(O)/C=C\C(=O)Nc1ccc(Cl)c(C(F)(F)F)c1	x	5
COCCCn1c(SCc2cc(=O)[nH]c3ccccc23)nnc1-c1ccco1	102	11
O=C(Oc1ccnc2cc(Cl)ccc12)N1CCCCCC1	97	-5
Cn1c(=O)oc2cc(S(=O)(=O)NCc3ccccn3)ccc21	101	3
COc1ccc(C2CC(=O)C3=C(C2)Nc2ccccc2NC3c2ccccc2C)cc1OC (configuration not stated)	x	3

7 of the entries above in order of the BAP1 block value, high to low:
compound	BAP1 block
CCC(CC)C(=O)Nc1c2c(nn1-c1ccccc1C)CSC2	181
O=C1C=C(c2ccccc2)C(O)(c2ccccc2)C1 (configuration not stated)	111
COCCCn1c(SCc2cc(=O)[nH]c3ccccc23)nnc1-c1ccco1	102
Cn1c(=O)oc2cc(S(=O)(=O)NCc3ccccn3)ccc21	101
Cc1ccc2oc(=O)c3cnn(CC(=O)NCCCOC(C)C)c3c2c1	98
CC(C)c1ccc(-c2nc(N3CCCCC3)[nH]c(=O)c2C#N)cc1	97
COc1ccc(C(c2nnnn2C(C)(C)C)N2CCN(C)CC2)cc1OC (configuration not stated)	96

Next part:
mol | BAP1 block | HePTP inh
COc1ccc(-c2cc(-c3ccc(Br)cc3)nc(N)c2C#N)cc1 | x | 3
CCOC(=O)C1=C(C)N=c2s/c(=C\c3ccc(N(C)C)o3)c(=O)n2C1c1ccc(OCC)cc1 (configuration not stated) | x | -12
CC1CCN(CC(=O)N2c3ccccc3CCc3ccccc32)CC1 | 101 | 6
O=C(C1CCN(S(=O)(=O)c2cnc[nH]2)CC1)N1CCN(c2ncccn2)CC1 | 93 | 2
COCCN1C=C(C(=O)OC)C(c2ccc(OC)c(OC)c2)C(C(=O)OC)=C1 | 51 | -5
O=[N+]([O-])c1ccc(OCCS(=O)(=O)c2ccccc2)c(OCCS(=O)(=O)c2ccccc2)c1 | x | 8
O=C1NC(=S)N(c2cccc(Cl)c2)C(=O)/C1=C\c1ccc(N2CCCC2)cc1 | x | 16
O=c1c(/C=N/O)coc2ccc3ccccc3c12 | 103 | 7
CCn1c(N2CCN(CC(=O)Nc3cccc(C)c3C)CC2)nc2ccccc21 | 89 | -15
O=C(Nc1ccc(Br)cc1)C1C2C3CCC(C3)C12 (configuration not stated) | x | -6
O=C(NCc1cccnc1)C1c2ccccc2C(=O)N1Cc1ccco1 (configuration not stated) | 103 | 10
Cc1ccc(-n2ncc(C(=O)NCc3ccc4c(c3)OCO4)c2NC(=O)c2ccco2)cc1C | 124 | 2
COc1ccc(C(=O)Nc2ccc(S(=O)(=O)Nc3nccnc3OC)cc2)cc1OC | 95&68 | 7&9
Cc1c(C(=O)O)[nH]c2c1C(=O)CC(c1ccccc1)C2 (configuration not stated) | 112 | 2
C=CCOn1c(=O)c(=O)n(OCc2ccccc2)c2ccccc21 | 102 | -1
COc1cc(/C=N/NC(=O)C(O)(c2ccccc2)c2ccccc2)c(Br)cc1OCC(=O)O | x | 5
O=C(O)c1cc(NS(=O)(=O)c2cccc3ccccc23)ccc1O | 122 | 7
COC(=O)Nc1ncc(CN2C(=O)c3ccccc3C2=O)s1 | 67 | 7
COCCCN1C(=O)C(O)=C(C(=O)c2ccco2)C1c1cccc(Br)c1 (configuration not stated) | 83 | 3
CC(C)OP(=O)(OC(C)C)C(Nc1ccc(Br)cc1)c1ccc(O)cc1 (configuration not stated) | x | 0
Cc1cc(C)c(NC(=O)COc2ccccc2[N+](=O)[O-])c(C)c1 | x | -9
CCc1nn(CC(=O)NCCCN2CCCC2=O)c(=O)c2cc3sccc3n12 | 103 | 8
CC(=O)c1cccc(NC(=O)N2CCCC2C(=O)Nc2cccc(C)c2C)c1 (configuration not stated) | x | -7
Nc1nnnn1CC(=O)OCc1cccc(Br)c1 | 57 | 3
O=S(=O)(c1ccccc1)N1CCC(N2CCN(c3ccccc3)CC2)CC1 | 142 | 0
COc1ccc(C(=O)CSc2nnc(-c3ccoc3C)n2CC2CCCO2)cc1 (configuration not stated) | 109 | 4
Cc1cccc(OCC(=O)N(Cc2cccs2)C2CCS(=O)(=O)C2)c1 (configuration not stated) | 83 | 5
O=C(OCN1C(=O)c2ccccc2C1=O)c1ccc2c(=O)n3c(nc2c1)CCC3 | 102 | 10
CN1CCN(CCCNc2c([N+](=O)[O-])c(=O)sc3ccccc23)CC1 | x | 1
Cc1ccc2nc(NCCO)nc(-c3ccccc3)c2c1 | 56 | 7
